MCL1 BIM primary: inhibitors of MCL1 binding to BIM-BH3, primary screen, biochemical, fluorescence polarization; AID 2057, 2009; 320,000 compounds, 0.68% hits; inhibition, % at 10.9 µM; Induced myeloid leukemia cell differentiation protein Mcl-1 (Homo sapiens), Q07820; GST-MCL1 / FITC-Bim-BH3 fluorescence polarization;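 active = inhibition above the mean inhibition of all tested compounds plus 3 SD, set per campaign, cut at about 40% in these data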;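 note: 0% = DMSO wells and 100% = unlabeled Bim-BH3 peptide control; higher means more loss of mP so more displacement of Bim peptide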
Target sequence (Q07820 whole entry, looked up): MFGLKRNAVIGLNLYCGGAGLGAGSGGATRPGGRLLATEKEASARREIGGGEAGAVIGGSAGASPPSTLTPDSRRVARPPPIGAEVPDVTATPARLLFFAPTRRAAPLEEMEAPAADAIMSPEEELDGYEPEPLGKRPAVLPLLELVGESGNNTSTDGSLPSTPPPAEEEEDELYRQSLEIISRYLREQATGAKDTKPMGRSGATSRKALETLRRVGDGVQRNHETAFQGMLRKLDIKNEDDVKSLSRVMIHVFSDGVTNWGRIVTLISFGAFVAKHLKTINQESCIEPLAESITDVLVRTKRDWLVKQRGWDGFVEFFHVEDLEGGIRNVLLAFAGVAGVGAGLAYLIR
VLA-4 inh: inhibition in human VLA-4 binding assay, primary screen, VLA-4 allosteric modulator project, MLPCN library, flow cytometry, VLA-4 expressing cells; AID 2557, 2010; inhibition, % (about 7 µM as worked out from the volumes in the protocol); 330,000 compounds, 0.2% hits; ligand binding flow cytometry; in the data active = inhibition above about 50%
GRK2 inh: compounds blocking aptamer binding on GRK2 – biochemical, human GRK2, bead flow cytometry, HTS, primary screen. Beta-adrenergic receptor kinase 1 (Homo sapiens), P25098. FAM-aptamer displacement from GRK2. inhibition of aptamer binding, % at 10 µM. 330,000 compounds, 0.59% hits. AID 488847, 2010;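 active = inhibition of aptamer binding above 40%, roughly 3 SD of noise, on plates passing a quality check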;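 note: median bead fluorescence of bound FAM aptamer so fluorescent compounds give negative values; no value below 0 was filed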
BCLXL inh: inhibitors of human Bcl-xL, primary screen, biochemical, fluorescence polarization, HTS. Bcl-2-like protein 1 (Homo sapiens), Q07817. GST-Bcl-xL / FITC-Bim BH3 peptide fluorescence polarization. inhibition, % at 10.9 µM. 320,000 compounds, 0.7% hits. AID 2129, 2009;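 active = inhibition above the mean of all tested compounds plus 3 SD, cutoff set per campaign, cut at about 30% in these data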;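 note: 0% = DMSO wells and 100% = unlabeled Bim-BH3 peptide competitor; inhibitors lower millipolarization by displacing the labeled peptide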
PME-1 primary: PME-1 inhibitors via competitive probe labeling, primary screen, biochemical, fluorescence polarization, FP-Rh probe, HTS. Protein phosphatase methylesterase 1 (Homo sapiens), Q9Y570. recombinant PME-1. inhibition, % at 5.9 µM. 320,000 compounds, 0.53% hits;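 active = inhibition above the campaign mean of all compounds plus 3 SD, cut at about 26% in these data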;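 note: competitive labeling of PME-1 active site by serine hydrolase directed probe; 0% = PME-1 with DMSO and 100% = wells lacking PME-1 enzyme; inhibitors block probe labeling so polarization falls and inhibition rises; many of its hits are not listed in these tables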
MEX-5 binding: MEX-5 zinc finger RNA-binding disruptors – biochemical, C. elegans, fluorescence polarization, MLPCN library, primary screen; activity score (negative = inhibition of binding), % at 10 µM; 300,000 compounds, 0.38% hits; MEX-5/FITC-TCR2 RNA binding; hits give low values; Zinc finger protein mex-5 (Caenorhabditis elegans), Q9XUB2;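 active = inhibition past about -25% in most replicates, and total fluorescence under double the plate's negative control median, limit read from the data; inconclusive = replicates evenly split on the limit, or fluorescence at least double controls; inactive = too little inhibition in most replicates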;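 note: 0% = DMSO and -100% = 5 µM competing unlabeled TCR2 RNA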
Efflux pump mplx: inhibitors of Candida efflux pumps in yeast, primary screen, S. cerevisiae, Nile Red, multiplex; S. cerevisiae Candida pump triplex; inhibition, % at 10 µM; 330,000 compounds, 0.44% hits;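 active = plate passing quality check with inhibition over a set limit, or well fluorescence over plate mean plus 4 SD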;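 note: Nile Red retained in pooled yeast measured as flow cytometry median fluorescence; 0% = buffer negative control and 100% = Enniatin B positive control; higher means more Nile Red kept so more efflux inhibition; some compounds called inactive have numbers as strong as hits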
Fam108B counter: mouse Fam108B serine hydrolase inhibitors, primary screen, counter-screen for RBBP9 inhibitor project, biochemical, fluorescence polarization | recombinant Fam108B, FP-Rh probe fluorescence polarization | 300,000 compounds, 0.33% hits | inhibition, % at 9.51 µM;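 active = inhibition above the screen mean inhibition plus 3 SD, computed separately per campaign, cut at about 18% in these data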;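 note: inhibitors lower polarization as less probe binds the enzyme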
GLD-1 RNA inh: GLD-1/TGE RNA complex disruptors, primary screen, biochemical, fluorescence polarization; purified GLD-1 + fluorescein TGE RNA; AID 2280, 2010; Female germline-specific tumor suppressor gld-1 (Caenorhabditis elegans), Q17339; inhibition, % at 5.96 µM; 320,000 compounds, 0.44% hits;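 active = percent inhibition above a per-plate cutoff, the plate mean of test compounds plus 3 SD, cut at about 30% in these data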;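 note: 0% = DMSO wells with GLD-1 and probe and 100% = wells lacking GLD-1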
Target sequence (Q17339 whole entry, looked up): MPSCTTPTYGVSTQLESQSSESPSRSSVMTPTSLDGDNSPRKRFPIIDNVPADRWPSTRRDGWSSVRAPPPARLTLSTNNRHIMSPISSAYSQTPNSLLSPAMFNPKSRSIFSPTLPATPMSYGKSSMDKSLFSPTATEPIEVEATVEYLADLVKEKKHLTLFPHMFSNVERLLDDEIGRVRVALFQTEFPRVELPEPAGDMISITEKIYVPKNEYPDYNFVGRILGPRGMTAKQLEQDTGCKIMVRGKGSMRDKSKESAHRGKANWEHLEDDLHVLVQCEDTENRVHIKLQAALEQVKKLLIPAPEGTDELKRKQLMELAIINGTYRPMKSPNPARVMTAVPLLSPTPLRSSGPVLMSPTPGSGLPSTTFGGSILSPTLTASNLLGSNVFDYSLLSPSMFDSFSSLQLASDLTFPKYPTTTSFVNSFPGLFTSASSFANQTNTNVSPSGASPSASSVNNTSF
An asterisk follows results filed as active; ? = inconclusive; . = no result given. Only part of the results is shown; rates above refer to the full screens.

#1 Cc1ccc2nc(SCC(=O)c3ccc4c(c3)OCO4)[nH]c2c1
#2 CCC(=O)Nc1nc2ccccc2n1Cc1ccc(Cl)cc1
#3 CCOC(=O)c1cc(-c2ccc(Cl)cc2)nc2onc(C)c12
#4 CNS(=O)(=O)c1ccc2ccccc2c1
#5 CCOc1ccccc1N1CCN(C(=S)NCc2ccccc2)CC1
#6 COC(=O)c1sccc1-n1cccc1C(=O)C(=O)N1CCOCC1
#7 O=C(Nc1ccccc1-c1nc2ccccc2s1)c1cccnc1
#8 CSc1cccc(N2CC(C(=O)N3CCN(S(=O)(=O)c4ccccc4Cl)CC3)CC2=O)c1 (stereo not given)

| Assay by compound | 1 | 2 | 3 | 4 | 5 | 6 | 7 | 8 |
| --- | --- | --- | --- | --- | --- | --- | --- | --- |
| Fam108B counter | 1 | 2 | -3 | 3 | -2 | 0 | 1 | . |
| MEX-5 binding | -1.6 | 1.4 | -0.8 | 0.6 | -0.7 | 0.9 | 0.2 | . |
| GRK2 inh | 0 | 0 | 2 | 0 | 0 | 0 | 0 | 1 |
| BCLXL inh | -1 | -2 | 1 | 1 | 0 | 2 | 0 | . |
| GLD-1 RNA inh | 2 | 7 | 1 | -8 | 2 | 9 | 0 | 2 |
| Efflux pump mplx | 0.1 | -0.1 | 0.0 | 0.1 | -0.1 | 0.2 | 0.2 | -0.7 |
| MCL1 BIM primary | -2 | 10 | 4 | 2 | 5 | -4 | -4 | . |
| PME-1 primary | 2 | 5 | -7 | 0 | 6 | -1 | -4 | . |
| VLA-4 inh | 2 | 3 | -11 | 5 | 0 | 10 | 11 | 12 |

#9 CN(Cc1ccccc1)C(=O)COC(=O)/C=C/c1ccc2c(c1)OCO2
#10 Cc1ccc(-c2nc3c(cnn3-c3ccccc3)c(=O)o2)cc1
#11 Cc1cc(C)n(-c2ccc(C(=O)OC(C)C)cc2)n1
#12 O=C/C(=C\Nc1ccccn1)c1nc2cc(Cl)ccc2o1
#13 CCOc1ccc(S(=O)(=O)Nc2ccc(C(=O)N/N=C(\C)c3ccc(-n4ccnc4)cc3)cc2)cc1
#14 Cc1ccc(N(C(=O)c2ccncc2)C2C=CS(=O)(=O)C2)cc1 (stereo not given)
#15 C[C@H](CO)N1C[C@H](C)[C@@H](CN(C)C(=O)Nc2ccc(C(F)(F)F)cc2)Oc2c(NC(=O)Nc3ccc(C(F)(F)F)cc3)cccc2C1=O
#16 CC(C)(C)OC(=O)NCCC(=O)N/N=C/c1ccc2nccnc2c1

| Assay by compound | 9 | 10 | 11 | 12 | 13 | 14 | 15 | 16 |
| --- | --- | --- | --- | --- | --- | --- | --- | --- |
| Fam108B counter | . | 23* | -2 | -3 | -4 | 2 | . | 1 |
| MEX-5 binding | . | 4.0 | 0.2 | ? | 0.6 | 3.9 | . | -1.3 |
| GRK2 inh | 5 | 0 | 5 | 0 | 0 | 3 | 6 | 0 |
| BCLXL inh | . | 7 | 0 | -6 | 2 | 6 | . | 8 |
| GLD-1 RNA inh | 3 | -1 | -2 | -16 | 0 | 7 | 15 | 3 |
| Efflux pump mplx | 0.1 | -0.1 | 0.1 | 0.2 | 0.4 | 0.0 | 0.0 | 0.2 |
| MCL1 BIM primary | . | 4 | 2 | -13 | 4 | 0 | . | 12 |
| PME-1 primary | . | -4 | 1 | 11 | -14 | 7 | . | 6 |
| VLA-4 inh | -11 | 26 | 18 | -23 | -11 | 1 | 27 | 3 |

#17 Cc1cccc(N2CCN(C(=O)c3ccc4c(c3)NC(=O)C(CSCc3ccc(F)cc3)N4)CC2C)c1 (stereo not given)
#18 O=C(O)/C(=C\c1ccco1)NC(=O)c1ccco1
#19 Cn1c(/C(C#N)=C2/CCCCCN2)nc2ccccc21
#20 COc1ccc2c(c1)-c1c(sn(-c3ccc(OC)c(OC)c3)c1=S)C(C)(C)N2
#21 COc1ccc(C(NC(=O)c2ccccc2F)NC(=O)c2ccccc2F)cc1
#22 Cn1c(=O)[nH]c(=O)c2c1nc(N1CCOCC1)n2CCc1ccccc1
#23 COc1ccc(NC(=O)CSc2nnc(Cn3c(=O)sc4ccccc43)n2C)cc1
#24 Cc1cc(Cl)ccc1OCC(=O)NC(=S)Nc1ccccc1N1CCOCC1

| Assay by compound | 17 | 18 | 19 | 20 | 21 | 22 | 23 | 24 |
| --- | --- | --- | --- | --- | --- | --- | --- | --- |
| Fam108B counter | -1 | -1 | -2 | 7 | -2 | -2 | 0 | -4 |
| MEX-5 binding | 2.6 | -0.8 | -1.5 | 0.9 | -0.6 | -0.5 | . | 1.5 |
| GRK2 inh | 0 | 2 | 1 | 0 | 0 | 0 | 1 | 0 |
| BCLXL inh | -53 | 3 | 11 | 7 | 2 | 2 | -1 | 11 |
| GLD-1 RNA inh | -86 | 7 | 12 | 2 | 1 | 4 | -5 | 0 |
| Efflux pump mplx | 0.2 | -0.1 | 0.1 | 0.0 | -0.3 | -0.2 | 0.7 | 0.0 |
| MCL1 BIM primary | -67 | 5 | 15 | 4 | 4 | 8 | -7 | 16 |
| PME-1 primary | -13 | -2 | 3 | 7 | 3 | 1 | -9 | -6 |
| VLA-4 inh | -35 | 4 | 10 | -2 | 5 | 6 | -10 | 1 |

#25 N#Cc1ccc(OCC(O)CN2CCN(c3ncc(C(F)(F)F)cc3Cl)CC2)cc1 (stereo not given)
#26 COc1ccccc1-n1c(=S)[nH]c2c(sc(=S)n2-c2ccccc2)c1=O
#27 CCN1CCN(C(=O)C2CCN(S(=O)(=O)c3ccc4c(c3)NC(=O)C(C)S4)CC2)CC1 (stereo not given)
#28 Cc1c(Cl)cnc(NC(=O)COC(=O)c2cccc(S(=O)(=O)N3CCc4ccccc4C3)c2)c1Cl

| Assay by compound | 25 | 26 | 27 | 28 |
| --- | --- | --- | --- | --- |
| Fam108B counter | 0 | 4 | 3 | -5 |
| MEX-5 binding | 0.8 | 1.0 | -1.2 | 5.1 |
| GRK2 inh | 1 | 0 | 0 | 4 |
| BCLXL inh | 4 | 14 | 4 | 17 |
| GLD-1 RNA inh | -5 | -2 | -2 | 7 |
| Efflux pump mplx | 0.0 | -0.1 | -0.4 | 0.0 |
| MCL1 BIM primary | -2 | 8 | -3 | 24 |
| PME-1 primary | -2 | 11 | -9 | -1 |
| VLA-4 inh | -8 | -2 | 1 | 11 |

Given as a markdown table: part of the list above
| # | SMILES | Fam108B counter | MEX-5 binding | GRK2 inh | BCLXL inh | GLD-1 RNA inh | Efflux pump mplx | MCL1 BIM primary | PME-1 primary | VLA-4 inh |
| --- | --- | --- | --- | --- | --- | --- | --- | --- | --- | --- |
| 14 | Cc1ccc(N(C(=O)c2ccncc2)C2C=CS(=O)(=O)C2)cc1 (stereo not given) | 2 | 3.9 | 3 | 6 | 7 | 0.0 | 0 | 7 | 1 |
| 15 | C[C@H](CO)N1C[C@H](C)[C@@H](CN(C)C(=O)Nc2ccc(C(F)(F)F)cc2)Oc2c(NC(=O)Nc3ccc(C(F)(F)F)cc3)cccc2C1=O | . | . | 6 | . | 15 | 0.0 | . | . | 27 |
| 16 | CC(C)(C)OC(=O)NCCC(=O)N/N=C/c1ccc2nccnc2c1 | 1 | -1.3 | 0 | 8 | 3 | 0.2 | 12 | 6 | 3 |
| 17 | Cc1cccc(N2CCN(C(=O)c3ccc4c(c3)NC(=O)C(CSCc3ccc(F)cc3)N4)CC2C)c1 (stereo not given) | -1 | 2.6 | 0 | -53 | -86 | 0.2 | -67 | -13 | -35 |
| 18 | O=C(O)/C(=C\c1ccco1)NC(=O)c1ccco1 | -1 | -0.8 | 2 | 3 | 7 | -0.1 | 5 | -2 | 4 |
| 19 | Cn1c(/C(C#N)=C2/CCCCCN2)nc2ccccc21 | -2 | -1.5 | 1 | 11 | 12 | 0.1 | 15 | 3 | 10 |
| 20 | COc1ccc2c(c1)-c1c(sn(-c3ccc(OC)c(OC)c3)c1=S)C(C)(C)N2 | 7 | 0.9 | 0 | 7 | 2 | 0.0 | 4 | 7 | -2 |
| 21 | COc1ccc(C(NC(=O)c2ccccc2F)NC(=O)c2ccccc2F)cc1 | -2 | -0.6 | 0 | 2 | 1 | -0.3 | 4 | 3 | 5 |
| 22 | Cn1c(=O)[nH]c(=O)c2c1nc(N1CCOCC1)n2CCc1ccccc1 | -2 | -0.5 | 0 | 2 | 4 | -0.2 | 8 | 1 | 6 |
| 23 | COc1ccc(NC(=O)CSc2nnc(Cn3c(=O)sc4ccccc43)n2C)cc1 | 0 | . | 1 | -1 | -5 | 0.7 | -7 | -9 | -10 |
| 24 | Cc1cc(Cl)ccc1OCC(=O)NC(=S)Nc1ccccc1N1CCOCC1 | -4 | 1.5 | 0 | 11 | 0 | 0.0 | 16 | -6 | 1 |
| 25 | N#Cc1ccc(OCC(O)CN2CCN(c3ncc(C(F)(F)F)cc3Cl)CC2)cc1 (stereo not given) | 0 | 0.8 | 1 | 4 | -5 | 0.0 | -2 | -2 | -8 |

Screens from PubChem.
